Compound activity (PubChem BioAssay)
TbREL1 primary: TbREL1 RNA ligase inhibitors, primary screen, biochemical, FRET fluorescence. 89,000 tested, 0.49% active. TbREL1 RNA ligation. AID 1117264, 2014. RNA-editing ligase 1, mitochondrial (Trypanosoma brucei brucei), P86926. inhibition, % at 9.66 µM;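 active means inhibition above the mean inhibition across all screened compounds plus 3 SD, cut at about 11% in these data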;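 further: 0% = plate median of test wells and 100% = NSC42067 control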
Target sequence (P86926 whole entry, looked up): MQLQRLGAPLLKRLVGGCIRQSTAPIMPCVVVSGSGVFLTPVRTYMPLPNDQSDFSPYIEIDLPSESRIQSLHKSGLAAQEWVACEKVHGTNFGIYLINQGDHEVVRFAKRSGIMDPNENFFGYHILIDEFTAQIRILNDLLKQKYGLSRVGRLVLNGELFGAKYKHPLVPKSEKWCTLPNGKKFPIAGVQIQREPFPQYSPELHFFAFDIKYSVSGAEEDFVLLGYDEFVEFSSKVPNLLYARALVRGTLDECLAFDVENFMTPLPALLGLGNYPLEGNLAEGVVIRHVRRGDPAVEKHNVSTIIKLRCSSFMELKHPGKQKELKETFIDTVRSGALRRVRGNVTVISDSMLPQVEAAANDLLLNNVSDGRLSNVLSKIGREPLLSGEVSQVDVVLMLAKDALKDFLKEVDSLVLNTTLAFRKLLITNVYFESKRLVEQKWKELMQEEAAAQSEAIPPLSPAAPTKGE
Starred values were filed as active, the others as inactive. These rows are one share of the data; rates above refer to the full screens.

A first look:
Molecule | TbREL1 primary
CCOC(=O)C1(C)CCCCN1C(=O)c1cccs1 (stereo not given) | 0
Cc1c(C(=O)OC(C)C)sc(N)c1C(=O)OC(C)C | 2
COc1ccc(CN2CCn3nc(C(=O)NC4CC4)cc3C2=O)cc1 | 5
CNC(=O)NC1CCCCc2sccc21 (stereo not given) | -1
CS(=O)(=O)NNC(=O)Cn1nnc(-c2ccc(OCc3ccccc3Cl)cc2)n1 | 0
CC1CCc2nn(CC(=O)Nc3c(F)cc(F)cc3Br)cc2C1 (stereo not given) | 1
NC1=NC[C@@H](Cc2ccc(O)cc2)N1CCc1cccc(F)c1 | 1
COC(=O)Cc1cn(-c2ncc(C(F)(F)F)cc2Cl)c2ccccc12 | 6
Cc1ccc2nc(-c3ccc(NS(=O)(=O)c4ccc(F)c(F)c4)cc3)sc2c1 | 1
Cc1ccc(NC(=O)c2cccs2)cc1NC(=O)c1ccc(F)cc1 | 1
O=[N+]([O-])c1ccc(O)c(-c2nc(-c3ccccc3)c(-c3cccs3)[nH]2)c1 | 2
CCCCN(C)C(=O)C1CCN(S(=O)(=O)c2ccc3[nH]c(=O)oc3c2)CC1 | 11
CSCC[C@H](NC(=O)COc1ccc(Cl)cc1)C(=O)N1CCC2(CC1)NCCc1[nH]cnc12 | -5
C=CCNC(=O)c1onc(CSc2ccc(F)c(F)c2)c1C(=O)O | 4
O=C(Cn1nnc(-c2cccs2)n1)Nc1ccccc1C(F)(F)F | 7

The whole of this part, previewed entries included:
Molecule | TbREL1 primary
CCOC(=O)C1(C)CCCCN1C(=O)c1cccs1 (stereo not given) | 0
Cc1c(C(=O)OC(C)C)sc(N)c1C(=O)OC(C)C | 2
COc1ccc(CN2CCn3nc(C(=O)NC4CC4)cc3C2=O)cc1 | 5
CNC(=O)NC1CCCCc2sccc21 (stereo not given) | -1
CS(=O)(=O)NNC(=O)Cn1nnc(-c2ccc(OCc3ccccc3Cl)cc2)n1 | 0
CC1CCc2nn(CC(=O)Nc3c(F)cc(F)cc3Br)cc2C1 (stereo not given) | 1
NC1=NC[C@@H](Cc2ccc(O)cc2)N1CCc1cccc(F)c1 | 1
COC(=O)Cc1cn(-c2ncc(C(F)(F)F)cc2Cl)c2ccccc12 | 6
Cc1ccc2nc(-c3ccc(NS(=O)(=O)c4ccc(F)c(F)c4)cc3)sc2c1 | 1
Cc1ccc(NC(=O)c2cccs2)cc1NC(=O)c1ccc(F)cc1 | 1
O=[N+]([O-])c1ccc(O)c(-c2nc(-c3ccccc3)c(-c3cccs3)[nH]2)c1 | 2
CCCCN(C)C(=O)C1CCN(S(=O)(=O)c2ccc3[nH]c(=O)oc3c2)CC1 | 11
CSCC[C@H](NC(=O)COc1ccc(Cl)cc1)C(=O)N1CCC2(CC1)NCCc1[nH]cnc12 | -5
C=CCNC(=O)c1onc(CSc2ccc(F)c(F)c2)c1C(=O)O | 4
O=C(Cn1nnc(-c2cccs2)n1)Nc1ccccc1C(F)(F)F | 7
COc1cc2c(cc1NC(=O)CC1SC(N3CCCC3)=NC1=O)oc1ccccc12 (stereo not given) | -1
CCOC(=O)c1cnc(-n2nc(C)cc2C)nc1Nc1ccc(O)cc1 | 5
O=C(COc1cc(Cl)c(Cl)cc1Cl)Nn1cnnc1 | 0
O=C(c1ccc(F)cc1Cl)N(c1ccccn1)C1CCCCC1 | -2
O=C(Nn1cnc2ccccc2c1=O)C1CCCCC1 | 0
Cc1ccc(C)c(S(=O)(=O)N2CCN(C(=O)c3cc(-c4cccs4)nn3-c3ccccc3)CC2)c1 | -1
CNC(=O)C1CN(C(=O)c2cccc(S(=O)(=O)N3c4ccccc4CC3C)c2)c2ccccc2O1 (stereo not given) | 4
CC(C)[C@@H](C(=O)N1CCN(Cc2ccc3c(c2)OCO3)CC1)n1nnc2ccccc2c1=O | -1
c1ccc(-c2nc(N3CCCCCC3)nc(-n3ccnc3)n2)cc1 | -1
Cn1c(Cn2c(=O)sc3ccccc32)nnc1SCc1ccccc1F | -1
Cc1cc(NC(=O)COC(=O)C2CCC(=O)N2)c([N+](=O)[O-])cc1C (stereo not given) | 3
CC(C)CCn1nnnc1C(c1ccccc1)N1CCN(C)CC1 (stereo not given) | -2
CCCCNS(=O)(=O)c1ccc2nc(-c3cccnc3)cc(C(=O)NC3CCCC3)c2c1 | 2
Cc1cc(C)n2nc(C)c(-c3ccccc3)c2n1 | 4
CC1=Nc2cc([N+](=O)[O-])ccc2NC(C)(C)C1 | 0
COc1c(S(=O)(=O)N2CCCCC2)ccc2c(S(=O)(=O)N3CCCCC3)cccc12 | 1
O=C(NCCN1CCN(C(=O)c2ccc(F)cc2)CC1)C(=O)NCc1ccccc1 | 4
CCOC(=O)c1c(-c2ncc(C(F)(F)F)cc2Cl)noc1C | 4
CCOc1ccc(N2C(=O)C(c3ccccc3)=C(c3nc4ccccc4s3)C2NC(C)=O)cc1 (stereo not given) | 2
Cc1cc([N+](=O)[O-])c(C)cc1-c1ccc(/C=N/NC(=O)Cn2nnnc2N)o1 | 6
CC1(C)OC(=O)C=C[C@]2(C)[C@H]3CC[C@@]4(C)[C@H](C(=O)O)OC(=O)[C@H]5O[C@]54[C@]3(C)C(=O)C[C@@H]12 | 1
CC(NC(=O)c1ccccc1Cl)C(=O)N1CCN(Cc2ccc3c(c2)OCO3)CC1 (stereo not given) | 0
CNC(=O)CN(c1cc(C)ccc1C)S(C)(=O)=O | 2
O=C(NCc1ccccc1)C12CN(Cc3ccccc3)CC1C(c1cccc([N+](=O)[O-])c1)=NO2 (stereo not given) | -1
Cc1ccc(S(=O)(=O)NCC(=O)OCCOc2cccc(Cl)c2)cc1 | -1
COc1ccc(C(=O)Nc2nnc(SCC(=O)NCc3ccco3)s2)cc1OC | 0
CC(C)(C)N=C1C([N+](=O)[O-])=CC=C2C1=NC1(CCCCC1)N2O | 0
COc1ccc(N(C(=O)c2csnn2)C(C(=O)NC2CCCC2)c2cccs2)cc1 (stereo not given) | 1
CC(=O)N1CCN(Cc2nc3cc(NC(=O)COc4cccc(C)c4)ccc3n2C)CC1 | 0
Cc1ccc(S(=O)(=O)Nc2c(C)nc3nc(C)[nH]n3c2=O)cc1 | 3
C=CCNC(=O)CCNS(=O)(=O)c1ccc(Br)cc1 | 6
CN(CCO)c1ccc(-c2n[nH]c(=O)c3ccccc23)cc1[N+](=O)[O-] | -1
CN(C)c1nc(C(N)=O)nc(N2CCOCC2)n1 | 1
COc1ccc(-n2c(Cc3cccn3C)nnc2SCC(=O)NCC2CCCO2)cc1 (stereo not given) | -1
COC(=O)[C@]12CCCCC=C1N(CCC1=CCCCC1)C(=O)[C@H](CC(=O)NCC1CCCCC1)C2 | 2
CC1(C)OCC(CNC(=O)c2[nH]c(C(F)(F)F)nc2-c2ccccc2)O1 (stereo not given) | 2
CCN(CC)S(=O)(=O)c1ccc(C(=O)NCC(=O)NC2CC2)cc1 | 7
O=C(NO)c1ccc(C(=O)N(C2CCCCC2)C2CCCCC2)cc1 | 0
C[C@@H]1CN([C@@H](C)CO)S(=O)(=O)c2ccc(Br)cc2O[C@H]1CN(C)C(=O)c1ccc2c(c1)OCO2 | 1
O=C(Nc1cccs1)Nc1ccccc1Cl | -2
CC(=O)NC(=S)NNC(=O)COc1ccc(Br)cc1 | -4
CCn1nc(C)cc1C(=O)N1CCCC(N2CCN(c3cccc(Cl)c3)CC2)C1 (stereo not given) | 5
CN(C(=O)C1CCC(=O)N(C2CC2)C1)C1CCCCC1 (stereo not given) | 6
CCn1cc(CCCC(=O)NCc2cccnc2)c2ccccc21 | 0
CC(C)N(C(=O)CSc1nnc(Cc2csc(Nc3ccccc3)n2)o1)C(C)C | 1

Continued.
Molecule | TbREL1 primary
COc1ccc2cc(-c3cccnc3)ncc2c1 | 1
O=C(CNC(=O)c1ccccc1F)OCCCOC(=O)CNC(=O)c1ccccc1F | 6
O=C(O)c1cc2n(n1)C(C(F)(F)F)CC(c1ccco1)N2 (stereo not given) | -1
O=C(CN1CCN(S(=O)(=O)c2ccccc2F)CC1)Nc1ccccc1C(=O)c1ccccc1 | 4
N#CCC(=O)Nc1ccc(C(=O)OCC(=O)Nc2ccccc2-c2ccccc2)cc1 | 2
COc1ccc(Oc2nnc(-c3ccc(C)cc3)c3ccccc23)cc1 | -2
CCOc1ccc(NC(=O)C(=O)NCCN2CCN(S(=O)(=O)c3ccc(C)cc3)CC2)cc1 | -1
Cc1occc1-c1nnc(SCC(=O)N[C@@H]2CCc3ccccc32)n1-c1ccccc1 | -4
O=c1/c(=C/c2ccccn2)sc2nc3ccccc3n12 | -1
COc1ccc(-c2nc3c(c(SCC(=O)N4CCOCC4)n2)Cc2c(CO)cnc(C)c2O3)cc1 | -5
COc1ccc(NC(=O)CNC(=O)C23CC4CC(CC(C4)C2)C3)c(OC)c1 | 0
O=S1(=O)CC(N2CCN(Cc3ccccc3F)CC2)CN1Cc1cn(Cc2ccccc2)nn1 (stereo not given) | 0
Cc1cccc(C)c1NC(=O)CNC(=O)C(C)N1CCN(c2cccc(Cl)c2)CC1 (stereo not given) | -4
CCOC(=O)[C@@H]1[C@H]2COc3ccccc3[C@@H]2N2C(=O)N(c3cccc(Cl)c3)C(=O)[C@]12C | -1
CC(C)OC(=O)c1cc2c(=O)[nH]c(C(Cl)(Cl)Cl)nc2o1 | -2
Cc1ccc(NC(=O)CCN2C(=O)C3CC=CCC3C2=O)cc1Cl (stereo not given) | 3
O=C(NCCc1nc2ccc(Cl)cc2[nH]1)C1CCC(=O)N(Cc2cccc(F)c2)C1 (stereo not given) | 0
CN(C)CC(=O)N1CCc2ccccc2C1 | 3
C[n+]1c2n(c3ccccc31)N=C(c1ccccc1)CS2 | 5
COC(=O)CNc1ccc2c(c1)OCO2 | 2
CCC(=O)NC(c1ccc([N+](=O)[O-])cc1)c1c(O)ccc2ccccc12 (stereo not given) | -2
CCC[C@H]1[C@@H](OC(=O)NC(CC)CC)CC[C@@]23CCCN2C(=O)CCC[C@@H]13 | -6
CCN(CC)C(=O)CN(c1cc2c(cc1OC)oc1ccccc12)S(=O)(=O)c1ccc(C)cc1 | 0
COc1ccc(C(=O)Nc2nncs2)cc1S(=O)(=O)N1CCOCC1 | 1
Nc1cc(=O)[nH]c(SCC(=O)Nc2cccnc2Cl)n1 | -3
COc1cc(/C=N\NC(C)=O)ccc1OC/C=C/c1ccccc1 | 4
Cc1cccc(C)c1NC(=O)CN(C)C(=O)c1ccc(NS(=O)(=O)c2ccc3[nH]c(=O)[nH]c3c2)cc1 | 1
COc1ccccc1C(=O)NC(=O)COC(=O)CNC(=O)c1ccc(Cl)cc1Cl | 5
CCn1c(CNC(=O)c2ccccc2Br)nnc1SCC(=O)NC1=NCCS1 | 4
CN1C(=O)N(CC(=O)Nc2sccc2C(N)=O)C(=O)C12CCCCC2 | 6
CC(NC(=O)c1ccccc1Br)c1nnc(SCC(=O)NC2CCCCC2)n1C (stereo not given) | -1
O=C1NC(=O)C(=Cc2ccco2)S1 | 9
O=C(Nc1ccc(Cl)cc1F)c1cc(S(=O)(=O)N2CCCCC2)ccc1F | 4
Cn1c(N)c(C#N)c2c(c1=S)CSC(C)(C)C2 | -1
CC1=C(C(=O)N(C(C)C)C(C)C)CC(CC(=O)NC2CCCCC2)C(=O)N1Cc1ccc(F)cc1 (stereo not given) | -2
CCc1nc2c(OCCOc3ccc(F)cc3)cccn2c1N(C)C(=O)c1ccco1 | -3
COc1ccc(N(C(=O)Cc2cccs2)C(C(=O)NC2CCCCC2)c2cccn2C)cc1OC (stereo not given) | -4
CCCCN(CC)CCCNC(=O)CS(=O)(=O)Cc1nc(-c2cccc(OC)c2)oc1C | 4
CCOCCCN(CCC#N)S(=O)(=O)c1ccc(S(=O)(=O)N2CCCC2)cc1 | 1
Cc1ccnc(SCC(=O)O)n1 | 2
Cc1cc(C)c(C(=O)CN2C(=O)NC3(CCCCCC3)C2=O)cc1C | 1
CSCCC(NC(=O)c1ccc([N+](=O)[O-])cc1Cl)C(=O)OCC(=O)N1CCN(C(C)=O)CC1 (stereo not given) | -3
COc1ccc(/C=C2\CCc3ccccc3C2=O)cc1Cn1cccn1 | -3
O=c1cc(N2CCN(c3ccnc4cc(Cl)ccc34)CC2)[nH]c(=O)n1C1CCCCC1 | -1
N#Cc1ccc(-c2ccc(OCC(=O)NCCc3ccccc3)cc2)cc1 | -1
c1ccc2[nH]c(-c3ccnc4ccccc34)nc2c1 | 2
O=C1N(c2ccccc2)CC2C(c3ccccc3)C(c3ccccc3)N3CCCC123 (stereo not given) | 10
O=C(CN1CCN(S(=O)(=O)c2ccccc2)CC1)Nc1ccccc1Cl | -2
CN(C)CCN1CCN(C2CN(C3CCCC3)S(=O)(=O)C2)CC1 (stereo not given) | -2
CSc1nnc(-c2cc(Br)ccc2N=Cc2c(C)[nH]n(-c3ccccc3)c2=O)c(=O)[nH]1 | 11
CC1CCc2nc(NC(=O)Cc3cccs3)sc2C1 (stereo not given) | -2
CCOc1ccc(NC(=O)CCNC(=O)c2ccco2)cc1 | -2
COCc1cc(C)[nH]c(=O)c1C#N | 1
O=C(CSc1nnc2ccc(-c3ccccn3)nn12)NCCc1ccccc1 | 0
COc1ccc(-c2nc(N)nc(C(F)(F)F)c2-c2csc(C)n2)c(O)c1 | 0
CCOC(=O)N1CCC(NC(=O)C(NS(=O)(=O)c2ccc3c(c2)CCN3C(C)=O)C(C)C)CC1 (stereo not given) | -1
CCOc1ccc(NC(=O)c2cccs2)c([N+](=O)[O-])c1 | 2
CC(=O)CC1c2ccccc2C=C(c2ccsc2)N1c1ccc(-c2cccs2)cc1 (stereo not given) | -2
COc1ccc(N2C(=O)NC3CC2(C)Oc2ccccc23)cc1OC (stereo not given) | 5
COC(=O)c1ccc2c(c1O)C(=O)c1ccccc1C2=O | 2
